procasp3 activ = activates human procaspase-3; P42574; activation, % at 8.5 µM; AID 463141; recombinant procaspase-3 D3A, Ac-DEVD-pNA absorbance 405 nm; 0.11% of 330,000 active;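 active means activation above the mean of all tested compounds plus 3 SD, cut at about 21% in these data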;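 further: 0% = DMSO alone and 100% = DMSO wells spiked with extra 5 µM PC-3 D3A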
Target sequence (P42574 whole entry D9A/D28A/D175A): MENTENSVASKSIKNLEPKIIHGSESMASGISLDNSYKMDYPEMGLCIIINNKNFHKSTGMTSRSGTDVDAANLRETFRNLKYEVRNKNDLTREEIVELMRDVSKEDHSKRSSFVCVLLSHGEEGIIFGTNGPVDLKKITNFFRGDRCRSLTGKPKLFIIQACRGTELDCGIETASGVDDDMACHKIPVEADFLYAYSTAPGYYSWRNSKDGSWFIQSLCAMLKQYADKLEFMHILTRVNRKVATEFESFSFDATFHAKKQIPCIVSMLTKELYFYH
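assay system = Procaspase-3 D3A mutant | signal = absorbance at 405 nm, 0 and 120 min | times = 1 h preincubation plus 2 h reaction at 25 °C | repeats = single replicate | read-out = % activation between DMSO and enzyme-spiked controls | medium = Zinc-free HEPES saline buffer with Triton X-100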
proCasp7 act = counter-screen for procaspase-3 activators: activators of human procaspase-7. P55210. recombinant procaspase-7, Ac-DEVD-pNA absorbance 405 nm; D23A/D198A/D206A triple mutant, cannot self-cleave; scale: DMSO 0, 5 µM enzyme 100. activation, % at 8.5 µM. 0.093% of 330,000 active. AID 463210;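 active means percent activation above the screen-wide mean plus 3 SD, cut at about 25% in these data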
Target sequence (P55210 whole entry D23A/D198A/D206A): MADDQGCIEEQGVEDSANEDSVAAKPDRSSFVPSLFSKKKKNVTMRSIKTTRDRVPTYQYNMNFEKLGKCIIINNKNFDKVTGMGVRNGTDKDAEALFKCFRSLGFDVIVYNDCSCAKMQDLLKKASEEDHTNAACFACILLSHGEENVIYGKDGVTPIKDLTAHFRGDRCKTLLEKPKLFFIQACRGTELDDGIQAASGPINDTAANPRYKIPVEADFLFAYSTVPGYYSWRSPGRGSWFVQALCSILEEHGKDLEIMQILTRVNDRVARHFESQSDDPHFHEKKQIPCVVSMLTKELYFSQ
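Assay system: Uncleavable procaspase-7 mutant enzyme; Input: 2 µM procaspase-7 mutant as dispensed; Also added: DEVD-pNA substrate; Medium: Zinc-free HEPES pH 7.4 with 300 mM NaCl, 0.01% Triton X-100; Timing: 1 h compound preincubation, 2 h substrate cleavage, 25 °C; Measured by: Epi-absorbance of released pNA at 405 nm, two timepoints.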
PP1 counter = blocks human PP1-alpha phosphatase, a PP5 counter-screen; P62136; purified PP1alpha, OMFP fluorescence; inhibition, % at 6.7 µM; 0.9% of 320,000 active; AID 2235;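 active means inhibition above the mean inhibition of all tested compounds plus 3 SD, computed separately for each screening campaign, cut at about 15% in these data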
PP5 inh = inhibitors of human protein phosphatase 5 (PP5). P53041. purified PP5c, OMFP substrate fluorescence. inhibition, % at 6.7 µM. 0.18% of 320,000 active. AID 1987;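 active means inhibition above the campaign's mean inhibition across all tested compounds plus 3 SD, cut at about 9.5% in these data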;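 further: 0% = DMSO only and 100% = 100 µM cantharidin control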
Target sequence (P53041 whole entry, looked up): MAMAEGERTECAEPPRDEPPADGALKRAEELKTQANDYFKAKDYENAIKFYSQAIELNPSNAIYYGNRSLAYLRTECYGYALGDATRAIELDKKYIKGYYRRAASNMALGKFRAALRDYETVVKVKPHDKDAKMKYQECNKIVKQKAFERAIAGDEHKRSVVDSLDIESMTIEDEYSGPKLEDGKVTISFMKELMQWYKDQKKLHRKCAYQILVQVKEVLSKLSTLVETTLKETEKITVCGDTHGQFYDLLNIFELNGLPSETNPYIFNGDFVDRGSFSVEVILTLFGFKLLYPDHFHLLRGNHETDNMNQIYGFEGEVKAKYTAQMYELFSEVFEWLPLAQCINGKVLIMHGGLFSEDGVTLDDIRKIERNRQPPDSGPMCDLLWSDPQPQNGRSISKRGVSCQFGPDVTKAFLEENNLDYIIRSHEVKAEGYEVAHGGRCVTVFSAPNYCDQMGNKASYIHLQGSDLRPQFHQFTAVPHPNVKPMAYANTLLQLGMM
HCV core dimer = blocks dimerization of HCV core protein | inhibition, % at 5 µM | AID 1899 | TR-FRET GST/Flag-core106 dimerization, 1536-well | 0.33% of 300,000 active;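 active means inhibition above the mean of all tested compounds plus 3 SD, set per screening campaign, cut at about 45% in these data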
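Assay system: tagged HCV core106 pair (GST and Flag); medium: KF-containing HEPES buffer, pH 7.45, DTT, CHAPS, BSA; also added: Eu donor and XL665 acceptor anti-tag antibodies; dosing: 5 µM single dose; timing: compound-protein-antibody incubation 4 h at 22.5 °C; signal: TR-FRET 671 and 617 nm emission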
TPT1 inh = blocks Candida albicans tRNA 2'-phosphotransferase. recombinant caTPT1, FP RNA substrate dephosphorylation. inhibition, % at 5 µM. 0.81% of 300,000 active. AID 1962;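 active means inhibition above the mean of all tested compounds plus 3 SD, set per screening campaign, cut at about 24% in these data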;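 further: plate controls were DMSO alone for no effect and ferristatin control at 100 nM for full effect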
Efflux pump mplx = inhibitors of Candida antifungal efflux pumps expressed in yeast; inhibition, % at 10 µM; S. cerevisiae Candida pump triplex, Nile Red efflux; 0.44% of 330,000 active;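 active means plate passing quality check with inhibition over a set limit, or well fluorescence over plate mean plus 4 SD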;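 further: Nile Red retained in pooled yeast measured as flow cytometry median fluorescence; 0% = buffer negative control and 100% = Enniatin B positive control; higher means more Nile Red kept so more efflux inhibition; some compounds called inactive have numbers as strong as hits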
CTSL1 counter = blocks F. hepatica cathepsin L1 in PFM18AAP counter-screen. inhibition, % at 5.96 µM. AID 1906. recombinant F. hepatica cathepsin L1, Z-Leu-Arg-MCA fluorescence. 0.49% of 300,000 active;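 active means inhibition above the mean of all tested compounds plus 3 SD, set per screening campaign, cut at about 17% in these data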;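 further: 0% = plate median of test compound wells and 100% = 1 µM Z-Phe-Ala-diazomethylketone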
GASC-1 inh = blocks human GASC-1 demethylase activity; 0.069% of 330,000 active; inhibition, % at 2.35 µM; AID 2099; Q9H3R0; GST-JMJD2C(1-420) H3K9me3 demethylation, DELFIA europium;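 active means more than half of a compound's replicate wells show inhibition beyond 50%, single wells judged on their own value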;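 further: signal counts dimethyl H3K9 product captured on neutravidin plate; 0% = median of DMSO wells and 100% = 0.3 times that DMSO median; strong numbers were not always called active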
Numbers without * were called inactive; . = not tested or not shown; & = joins results of further samples.

SMILES	procasp3 activ	proCasp7 act	PP1 counter	PP5 inh	HCV core dimer	TPT1 inh	Efflux pump mplx	CTSL1 counter	GASC-1 inh
COc1ccccc1N1CCN(C(=O)C2Cc3ccccc3CN2C(=O)c2ccco2)CC1 (stereo not given)	6	2	-3	-2.3	.	.	-0.1	.	2
COc1ccc([N+](=O)[O-])cc1NC(=O)CCc1ccccc1	2	14	0	2.2	-9	-5	-0.3	7	13
N#CC1CCN(C(=O)c2ccc3c(Cl)c4c(nc3c2)CCCC4)CC1	-9	-23	23*	1.7	8	1	-0.1	2	3
O=C(O)COc1ccccc1/C=N/NC(=O)CN1CCN(Cc2ccc(Cl)cc2)CC1	-5	2	-3	-0.7	-1	-3	0.0	1	14
COCCNC(=O)C(c1ccc(C)cc1)N(C(=O)CCC(=O)Nc1ccccn1)C1CCCCC1 (stereo not given)	1	-4	0	3.1	11	0	-0.1	1	-2
Cc1ccc(-c2csc3ncnc(SCC(=O)Nc4nnc(C)s4)c23)cc1	0	1	7	-0.3	-2	-1	0.0	-2	-4
O=C(COC(=O)COc1ccccc1)NCCC1=CCCCC1	-5	8	-3	-2.8	.	.	0.1	.	-11
NNC(=O)COc1ccc(C2SCCS2)cc1	-2	-2	14	-4.8	-1	-2	0.5*	-3	17
CCCC(C)c1nnc(NC(=O)C2CC(=O)N(CCc3ccc(F)cc3)C2)s1 (stereo not given)	-7	-8	0	-1.6	14	1	0.1	1	3
Cn1nnc2cc(C(=O)NCc3ccc4c(c3)OCO4)ccc21	0	3	2	0.5	5	-6	0.1	2	6
COc1ccc(OCCNc2cc(Cl)ccc2[N+](=O)[O-])cc1	-5	1	1	3.5	1	4	0.0	1	-1
Cc1cc(N/C=C/C(=O)c2ccccc2)ccc1Br	-7	-3	2	3.6	3	0	0.0	-4	3
Cc1nc2ccc(NC(=O)c3ccco3)cc2nc1C	2	5	-7	-1.3	-2	2	0.1	1	-6
Cc1ccc(CNC(=O)COC(=O)c2cc(=O)[nH]c3ccccc23)cc1	1	12	.	.	.	.	-0.1	.	11
CC1CCCC(NC(=O)COC(=O)COc2ccccc2Cl)C1C (stereo not given)	10	-1	-1	1.3	-1	0	-0.1	-12	1
CCOC(=O)CNC(=O)CSc1nc(-c2cccc(C)c2)ns1	-3	-12	4	1.3	0	1	-0.1	-3	4
ClC(Cl)c1nnc(-c2ccccc2)c(-c2c[nH]c3ccccc23)n1	4	-1	3	5.1	-1	-1	-0.1	2	10
Cc1cccc(NC(=O)CSc2nnc(C)c(=O)n2N)c1	-7	-7	-1	2.1	-1	-2	0.1	2	13
CCCOc1ccc2c(CC)cc(=O)oc2c1C	7	3	1	2.1	6	3	2.2	2	-9
CC(C)C12CCC(C(=O)O)C(C1)C(=O)O2 (stereo not given)	1	3	-6	-2.0	-5	0	0.0	-4	5
O=C(C1CCCCC1)N(CCN1CCCC1)c1nc2ccccc2s1	5	4	-2	0.1	-4	1	0.2	0	0
Cc1oc2c(CN3CCCCC3)c(O)ccc2c(=O)c1-c1ccc(Br)cc1	2	-8	-1	-1.6	5	-3	-0.2	2	-2
C=CCn1c(C)csc1=Nc1ccc(C(C)=O)cc1	-5	3	-2	1.2	3	-7	0.1	0	11
CCc1ccc(/C=N/NC(=O)c2cc(C3CC3)nc3ccccc23)s1	10	-3	2	2.1	5	-1	0.0	3	6
Cc1ccc(C)c(NC(=O)CSc2nnc(-c3ccccc3)n2N)c1	4	2	-3	-0.3	-6	-4	0.0	-2	2
CN1C(=O)C(O)(CC(=O)c2cccs2)c2ccccc21 (stereo not given)	-2	7	3	1.5	4	-2	0.0	0	-10
COc1ccc(S(=O)(=O)N2CCCC(C(=O)NCc3ccccn3)C2)cc1 (stereo not given)	0	-4	1	4.1	5	3	0.1	-2	7
CNC(=S)N/N=C(\C)c1ccc(C(C)(C)C)cc1	1	-1	-5	3.2	11	0	0.0	-4	-10
CCOc1ccc(-c2nc(CSCC(=O)NC3CCCc4ccccc43)c(C)o2)cc1 (stereo not given)	9	3	-4	-0.9	6	3	0.2	3	32
CSc1nc(C)nc(N/C=C(\C#N)S(=O)(=O)c2ccccc2Cl)n1	-4	8	0	1.7	3	5	0.0	-2	-1
CN(C)S(=O)(=O)c1cccc(NC(=O)c2cccc(S(=O)(=O)N3CCc4ccccc43)c2)c1	9	-5	4	4.3	.	.	0.2	.	.
O=C(CCC(=O)N1CCOc2ccc(Cl)cc21)NCCN1CCOCC1	6	19	-3	-1.3	-18	-2	0.0	-1	4
COc1cccc2c(=O)n(CC(=O)Nc3ccccc3)ccc12	12	6	-1	0.1	6	-3	0.0	0	1
Cc1ccc2[nH]c3c(c2c1)CCCC3C(N)=O (stereo not given)	-3	-1	-4	-11	-9	-10	-0.3	12	1
COC(=O)c1ccccc1NC(=O)COC(C)=O	-4	5	-1	3.0	2	5	0.1	-3	-1
O=C(CSc1nnc(CNC(=O)c2cccs2)o1)Nc1cccc(C(F)(F)F)c1	-3	-2	-2	2.1	-5	-7	0.0	8	4
Cc1nc(N2CCOCC2)nc(Oc2ccccc2F)c1[N+](=O)[O-]	-2	8	3	0.6	-9	-1	-0.1	-5	9
Cc1cc(C)cc(N(C(=O)Cn2nnc3ccccc32)C(C(=O)NCc2ccco2)c2ccncc2)c1 (stereo not given)	-1	-3	-2	0.8	5	-1	0.1	-5	9
Cc1nc2ccccc2c(=O)n1-c1cccc(NC(=O)c2cccs2)c1	1	14	-2	0.2	1	-2	0.0	-42	8
CC(C)(NO)/C(=N/O)c1cccs1	-1	9	-2	0.1	-6	-3	-0.1	-4	1
Cc1ccc(/C=C/S(=O)(=O)NCc2ccc(F)cc2)cc1	9	9	3	3.4	13	-3	0.1	-2	26
C=CCn1c(NC(=O)c2ccccc2)nc2ccccc21	-5	6	4	0.9	-2	0	0.2	4	7
O=C(c1cc(-c2ccc(O)cc2)on1)N1CCN(c2ccccc2)CC1	-7	5	0	3.2	0	3	-0.1	1	10
CCOCCCN(C(=O)Cn1nnc(-c2ccc(OC)c(OC)c2)n1)C(CC)C(=O)NC1CCCC1 (stereo not given)	8	-4	-8	3.0	-3	2	0.2	1	6
CCc1nnc(NC(=O)CSc2nnc(-c3ccccc3O)n2-c2ccc(C)cc2)s1	-2	4	2	2.0	14	-10	-0.1	-4	-7&-6
Nc1ccc(C(=O)OCC(=O)Nc2cc([N+](=O)[O-])ccc2F)cc1	-6	-4	1	2.1	-2	0	0.0	-3	26
Cc1cc2c(cc(C(=O)OCC(=O)NCc3ccco3)n2C)s1	-3	2	4	1.9	20	2	0.1	-3	11
CC(=O)NC1(C(F)(F)F)C(=O)N(Cc2ccccc2)C2=C1C(=O)CC(C)(C)C2 (stereo not given)	-4	-4	0	-0.9	-1	-4	0.1	1	1
O=C(CNc1ccccc1)N/N=C/c1cn(-c2ccccc2)nc1-c1ccccc1	6	-8	7	3.6	15	-1	0.0	1	5
COC(=O)/C=C1/SC(=NC(=O)c2ccc(Cl)cc2)NC1=O	-3	-12	-5	-0.9	9	1	-0.1	-3	5
Cc1ccc(OCc2ccc(C(=O)Nc3c(C)nn(Cc4c(F)c(F)c(F)c(F)c4F)c3C)o2)c([N+](=O)[O-])c1	3	-7	2	5.2	12	-2	0.1	0	6
O=C(CSc1n[nH]c(=O)n1Cc1ccco1)Nc1ccccc1	-1	4	-4	-0.9	4	2	0.1	-4	3
COc1cc2c(-c3ccc4[nH]ccc4c3)c(-c3ccc(C#N)cc3)oc(=O)c2cc1OC	5	6	1	2.8	.	.	0.8	.	-7
COc1ccc(CNC(=O)CCCCCn2c(SCC#N)nc3cc4c(cc3c2=O)OCO4)cc1	1	6	-11	5.6	2	3	0.3	-3	17
CCn1c2ccccc2c2cc(N)ccc21	3	8	8	-2.0	-6	26*	0.0	1	-5
O=C(CNC(=O)c1ccccc1F)c1ccc(Br)cc1	11	-3	-2	1.0	8	0	0.1	3	-2
O=C(Nc1cccc2ncccc12)c1ccccc1Cl	-10	-5	-7	-9.9	-10	-4	-0.2	9	5
N#Cc1c(-c2cccc(Cl)c2)[nH]c(=S)[nH]c1=O	-6	8	1	-0.6	5	-2	0.1	0	-9
COC(=O)c1sc(NC(=O)CSc2nc3nc(C)cc(C)n3n2)c(C(=O)OC)c1C	10	4	-2	-1.3	8	1	-0.3	6	-31
C(=N\c1ncnc2sccc12)/NOCc1ccccc1	-6	1	0	-1.1	0	-1	-0.2	0	-5

4 entries from above, with each value named:
Cc1cccc(NC(=O)CSc2nnc(C)c(=O)n2N)c1
- procasp3 activ = -7
- proCasp7 act = -7
- PP1 counter = -1
- PP5 inh = 2.1
- HCV core dimer = -1
- TPT1 inh = -2
- Efflux pump mplx = 0.1
- CTSL1 counter = 2
- GASC-1 inh = 13

CCCOc1ccc2c(CC)cc(=O)oc2c1C
- procasp3 activ = 7
- proCasp7 act = 3
- PP1 counter = 1
- PP5 inh = 2.1
- HCV core dimer = 6
- TPT1 inh = 3
- Efflux pump mplx = 2.2
- CTSL1 counter = 2
- GASC-1 inh = -9

CC(C)C12CCC(C(=O)O)C(C1)C(=O)O2 (stereo not given)
- procasp3 activ = 1
- proCasp7 act = 3
- PP1 counter = -6
- PP5 inh = -2.0
- HCV core dimer = -5
- TPT1 inh = 0
- Efflux pump mplx = 0.0
- CTSL1 counter = -4
- GASC-1 inh = 5

O=C(C1CCCCC1)N(CCN1CCCC1)c1nc2ccccc2s1
- procasp3 activ = 5
- proCasp7 act = 4
- PP1 counter = -2
- PP5 inh = 0.1
- HCV core dimer = -4
- TPT1 inh = 1
- Efflux pump mplx = 0.2
- CTSL1 counter = 0
- GASC-1 inh = 0

Next structures follow.
SMILES	procasp3 activ	proCasp7 act	PP1 counter	PP5 inh	HCV core dimer	TPT1 inh	Efflux pump mplx	CTSL1 counter	GASC-1 inh
Cc1ccc(S(=O)(=O)CCC(=O)Nc2nc(-c3cccnc3)cs2)cc1	10	10	-1	1.5	-1	4	0.0	-6	2
COc1ccc(C(=O)Nn2c(SCC(=O)c3ccc(Cl)cc3)nc3ccccc3c2=O)cc1	-12	-12	4	2.4	13	-1	-0.1	1	-2
Cc1cc(C)cc(N(CC(=O)NCCSCc2ccccc2)S(C)(=O)=O)c1	1	8	-1	3.4	4	0	-0.1	-4	12
CC(C)C(NC(=O)C1CCCCC1)C(=O)N1CCN(c2ccc(F)cc2)CC1 (stereo not given)	6	9	-1	2.5	-6	-3	0.0	13	-1
COc1ccc(CCn2nc(C)c([N+](=O)[O-])c2C)cc1	9	4	0	2.9	-6	1	0.2	-4	19
CN1CCN(CCc2nc3cc(NC(=O)COc4ccccc4)ccc3n2C)CC1	-10	-1	-5	0.5	-4	1	0.0	0	-5
N#CC(=C1Nc2ccccc2N1)S(=O)(=O)c1ccccc1	-8	4	-2	1.8	-4	4	0.1	1	-7
CN(Cc1nc(Cc2ccccc2F)no1)Cc1cccc2ncccc12	1	7	0	-2.6	-2	1	0.0	-1	2
C/[N+]([O-])=C/c1c(OCc2ccc(Cl)cc2Cl)ccc2ccccc12	0	-12	-4	2.6	-2	1	0.0	4	-9
